Screens as filed in PubChem.
Shn3 inh set2 = reduction of Shn3 3'UTR firefly luciferase signal, primary screen, Schnurri-3 inhibitor project, cell-based, Clone20 osteoblasts, set 2. 360,000 tested, 0.52% active. Clone20 osteoblast Shn3 3'UTR firefly luciferase, 24 h. inhibition, % at 12.5 µM;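 active = mean inhibition of at least 75% with every replicate also reaching 75%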;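 also: 0% = median of neutral control wells and 100% = pilot-screen positive control compound; some compounds past the cut are filed as inactive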
EBV LMP1 NFkB = EBV LMP1-driven NF-kappaB luciferase reporter inhibitors, primary screen, cell-based, luminescence, single point; LMP1-induced NF-kappaB luciferase reporter cells; inhibition, % at 12.5 µM; 350,000 tested, 0.69% active; in the data active = inhibition above about 41%;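 also: 0% = neutral control wells and 100% = reference inhibitor control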
SRC3 inh = SRC3 coactivator transcriptional activity inhibitors, primary screen, cell-based, luminescence. HEK293 GAL4-SRC3 luciferase reporter. inhibition, % at 3.6 µM. 360,000 tested, 0.17% active;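 active = inhibition above a per-campaign cutoff, the mean of all compounds plus 3 SD, cut at about 60% in these data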;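 also: 0% = DMSO-treated cells and 100% = gossypol-treated cells at 36 µM; higher means less SRC3-driven luciferase light from the GAL4 reporter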
Target sequence (Q9Y6Q9 whole entry, looked up, the tested form may be a part): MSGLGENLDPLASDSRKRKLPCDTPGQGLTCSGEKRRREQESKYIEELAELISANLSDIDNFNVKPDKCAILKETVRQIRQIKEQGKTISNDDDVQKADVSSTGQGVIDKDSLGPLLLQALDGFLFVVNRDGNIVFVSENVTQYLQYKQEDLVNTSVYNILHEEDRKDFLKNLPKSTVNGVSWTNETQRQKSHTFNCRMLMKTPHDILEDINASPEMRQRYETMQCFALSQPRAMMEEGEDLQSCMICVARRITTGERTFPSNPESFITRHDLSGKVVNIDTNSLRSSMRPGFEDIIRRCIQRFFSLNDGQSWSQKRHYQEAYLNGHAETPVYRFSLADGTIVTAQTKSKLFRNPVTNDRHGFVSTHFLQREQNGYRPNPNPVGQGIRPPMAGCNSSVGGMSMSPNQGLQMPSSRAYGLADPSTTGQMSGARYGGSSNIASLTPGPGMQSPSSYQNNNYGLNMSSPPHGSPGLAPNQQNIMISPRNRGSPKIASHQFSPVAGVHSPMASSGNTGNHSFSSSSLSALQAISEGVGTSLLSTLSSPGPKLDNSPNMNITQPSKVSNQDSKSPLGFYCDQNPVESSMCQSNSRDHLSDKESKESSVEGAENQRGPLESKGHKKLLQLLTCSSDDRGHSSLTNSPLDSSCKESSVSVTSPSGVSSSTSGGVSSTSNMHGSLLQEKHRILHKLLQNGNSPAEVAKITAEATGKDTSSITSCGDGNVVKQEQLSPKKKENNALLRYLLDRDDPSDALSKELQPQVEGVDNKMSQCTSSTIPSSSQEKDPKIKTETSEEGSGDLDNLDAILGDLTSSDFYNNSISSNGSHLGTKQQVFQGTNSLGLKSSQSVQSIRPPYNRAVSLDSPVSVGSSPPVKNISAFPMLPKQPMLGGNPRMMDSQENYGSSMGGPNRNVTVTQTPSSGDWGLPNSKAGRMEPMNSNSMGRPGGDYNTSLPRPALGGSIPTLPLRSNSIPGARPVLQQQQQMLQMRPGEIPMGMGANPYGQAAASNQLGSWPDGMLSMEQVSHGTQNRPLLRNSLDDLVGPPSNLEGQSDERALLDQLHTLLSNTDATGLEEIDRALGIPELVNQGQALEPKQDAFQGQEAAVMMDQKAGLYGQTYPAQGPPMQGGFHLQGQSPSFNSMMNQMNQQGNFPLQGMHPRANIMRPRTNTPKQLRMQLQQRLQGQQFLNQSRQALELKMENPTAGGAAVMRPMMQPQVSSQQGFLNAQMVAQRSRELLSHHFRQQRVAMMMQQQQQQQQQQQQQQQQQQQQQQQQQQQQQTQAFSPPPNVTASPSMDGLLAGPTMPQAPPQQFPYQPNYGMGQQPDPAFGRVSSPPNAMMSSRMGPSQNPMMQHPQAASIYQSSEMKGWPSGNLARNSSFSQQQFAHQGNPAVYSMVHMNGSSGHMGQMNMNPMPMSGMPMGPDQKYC
NCOA1 inh = SRC1 coactivator transcriptional activity inhibitors, primary screen, cell-based, luminescence. 360,000 tested, 0.12% active. Nuclear receptor coactivator 1 (Homo sapiens), Q15788. inhibition, % at 3.6 µM. HEK293 GAL4-SRC1 luciferase reporter. AID 588354, 2011;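 active = inhibition above the campaign mean plus 3 SD, with each screening campaign given its own cutoff, cut at about 60% in these data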;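 also: 0% = DMSO treated cells and 100% = gossypol at 36 µM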
KKLEB cytotox = cytotoxicity in KKLEB CF airway cells, primary screen, cytotoxicity control for CF NF-kB inhibitor project, cell-based, uHTS, fluorescence assay plates; KKLEB CF airway cells viability, ATPlite luminescence, overnight; hits give low values; cells stimulated with P. aeruginosa culture filtrate; activity change (cytotoxicity), % at 5 µM; 360,000 tested, 0.36% active; AID 602141, 2011;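 active = corrected activity change at or below -50% at 5 µM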
COUP-TFII inh = NR2F2 transcriptional activity inhibitors, primary screen, cell-based, luciferase reporter, HEK293T, luminescence. COUP transcription factor 2 (Homo sapiens), P24468. HEK293T NGFI-A luciferase reporter. inhibition, % at 8.6 µM. 370,000 tested, 0.7% active;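 active = inhibition above a per-plate cutoff, mean inhibition of test wells between control levels plus 3 SD, cut at about 38% in these data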;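 also: cells cotransfected with COUP-TFII expression vector driving the NGFI-A reporter; 0% = median of COUP-TF2 test wells and 100% = reporter-only cells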
TRAIL sens C8 = viability loss with TRAIL in NB7+C8 cells, primary screen, TRAIL sensitizer project, cell-based, ATPlite luminescence; 360,000 tested, 1% active; inhibition (viability loss, TRAIL sensitization), % at 10 µM;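 active = compounds causing at least 50% loss of cell viability in the single-dose screen, relative to plate controls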
TROY signal inh = inhibitors of TROY-driven NF-kB signaling, primary screen, Q293 LMP1-TROYcd cells, NF-kB luciferase, uHTS; Q293 LMP1-TROYcd NF-kB luciferase reporter, 4 h; inhibition, % at 10 µM; 360,000 tested, 0.98% active; AID 1347056, 2019;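 active = compounds whose plate-normalised and pattern-corrected inhibition of the luciferase reporter signal at the single screening dose is 50% or more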
CF NFkB inh = inhibitors of PAF-induced NF-kB signaling, primary screen, cell-based, GFP fluorescence, uHTS; KKLEB NF-kB-GFP reporter, GFP fluorescence overnight; inhibition, % at 5 µM; 360,000 tested, 0.86% active;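 active = at least 50% inhibition at 5 µM, scaled per plate between neutral and stimulator controls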;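 also: PAF is a Pseudomonas aeruginosa culture filtrate used as stimulus; plate controls were PAF-stimulated DMSO wells for no effect and unstimulated DMSO wells for full effect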
NR5A2 inv ag = LRH-1 (NR5A2) inverse agonists, primary screen, cell-based, luminescence, HEK293T, StAR-luciferase reporter; Nuclear receptor subfamily 5 group A member 2 (Homo sapiens), O00482; LRH-1 transfected, 24 h; inhibition, % at 3.6 µM; 360,000 tested, 0.13% active;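 active = inhibition above the mean inhibition of all tested compounds plus 3 SD, cut at about 73% in these data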;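 also: 0% = DMSO wells and 100% = reporter-only cells lacking LRH-1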
TWEAK-Fn14 inh = inhibitors of TWEAK-Fn14 signaling, primary screen, luciferase reporter cells, uHTS; TWEAK-stimulated Fn14 reporter cells, luciferase luminescence, 8 h; inhibition, % at 10 µM; 360,000 tested, 2% active; in the data active = inhibition above about 50%
Active calls of the source: *; . = no result given. This is a subset (hit frequency here may not be typical).

The line under a structure holds: Shn3 inh set2, NCOA1 inh, NR5A2 inv ag, TROY signal inh, TWEAK-Fn14 inh, KKLEB cytotox, TRAIL sens C8, EBV LMP1 NFkB, COUP-TFII inh, SRC3 inh, CF NFkB inh
- CC1CN(S(=O)(=O)c2cccc(C(F)(F)F)c2)CN1C(=O)N1CCOCC1 (stereo unspecified)
  -2, -5, 8, 8, 3, 9, 2, 3, 9, -3, -7
- CC(=O)Cn1c(=O)oc2ccccc21
  3, 0, -11, -3, -14, -2, 6, -12, 10, 3, 6
- COc1ccc(Br)cc1/C=N/n1c(C)nnc1C
  36, 7, 14, 2, 9, -14, 6, -3, 11, 15, -9
- O=C(N/C(=C/c1cccs1)C(=O)N1CCOCC1)c1ccco1
  -16, 5, 21, -4, 0, 9, -9, -6, 9, 12, -1
- O=C1NCC(Nc2ccccc2)C(=O)N1 (stereo unspecified)
  15, 4, -27, -2, 4, -10, -1, 3, 10, 1, 26
- Cc1nc(N2CCN(C)CC2)c2c3c(sc2n1)CCCC3
  -25, 11, -5, 28, 12, -2, -9, 7, 7, -3, 23
- Cn1c(CCC(N)=O)nnc1SCC(=O)Nc1cc(S(=O)(=O)N2CCCC2)ccc1Cl
  1, 16, 14, 10, -5, -5, -4, -1, -18, 15, 2
- CCc1nnc(NC(=O)CSc2nc(-c3ccccc3)cc(-c3ccc(F)cc3)c2C#N)s1
  -6, 4, -4, 18, -72, -9, 32, 1, 7, 5, 40
- Nc1cc(=O)[nH]c(SCC(=O)NCCC2=CCCCC2)n1
  -5, 3, -22, 8, 4, -8, 2, -3, 5, -3, 18
- O=C(NCc1ccccc1Cl)C1CCCN1S(=O)(=O)c1ccc(F)cc1 (stereo unspecified)
  0, -11, 2, 15, -4, 15, -9, 45*, -2, -4, 3
- O=c1ccn(Cc2ccccc2)c(=O)n1Cc1ccccc1
  -31, 15, -19, -4, 3, -1, 0, -17, -1, 9, 3
- COc1ccc(Nc2nc(NCc3ccco3)nc(N3CCOCC3)n2)cc1
  15, -25, 1, 9, -23, -11, -7, -1, 14, 3, 8
- C/C=C1\NC(=O)[C@H](CC(N)=O)N(C)C(=O)C([C@@H](C)O)NC(=O)C(CCCc2ccc(OC)cc2)NC(=O)[C@H](C(C)C)NC(=O)/C(=C\C)NC(=O)[C@H](O)[C@@H](C[C@@H](O)CCCCCCC)NC(=O)[C@H](C)NC(=O)CN(C)C(=O)[C@H](CCC(N)=O)NC1=O (stereo partly specified)
  11, 10, 13, -12, 6, 7, 1, 1, -11, -5, 0
- C=CCCCOc1ccc(C(=O)O)cc1
  -5, -8, -1, -8, 8, 3, 11, 5, 3, -9, 3
- Cc1ccc(NC(=O)[C@H](C)NC(=O)C2CCN(C(=O)[C@@H](N)CC(C)C)CC2)cc1
  -1, 11, -9, -14, 6, 3, -6, -1, -15, -14, -1
- CN(C)S(=O)(=O)c1cccc(C(=O)NC2CCCc3ccccc32)c1 (stereo unspecified)
  -9, -17, -8, -4, -16, -1, -2, 10, 19, 5, 6
- O=C1C2C3C=CC(C3=C3CCCCC3)C2C(=O)N1Cc1ccccc1 (stereo unspecified)
  -17, -5, -9, 9, 11, 5, 6, 4, 0, 6, 8
- CN(C)CC(C)(C)CNC(=S)Nc1cc(S(=O)(=O)N2CCOCC2)ccc1Cl
  -13, 11, 15, 1, -2, 13, -7, 2, 5, 4, 14
- CCOC(=O)c1nnc(-c2ccccc2)nc1NCc1ccccc1
  -7, -24, 4, -12, -19, 5, 2, 0, 0, 8, -11
- C/C(CC(=O)N1CCN(C=O)CC1)=N\NC(=O)c1ccc(Br)cc1
  9, -1, -2, -8, 2, 13, 4, -7, -8, -3, -4
- Cc1ccc(CNC(=O)C2CCN(S(=O)(=O)N3CCC4(CC3)OCCO4)CC2)cc1
  3, 3, -14, -15, -1, 0, -5, -2, 12, 5, 5
- Cc1ccc(/C=C/C(=O)O)cc1S(=O)(=O)NCC1CCCO1 (stereo unspecified)
  7, -39, 7, 13, -2, 6, -6, -4, 3, -3, 6
- O=c1[nH][nH]c(-c2ccccc2O)c1C(C[N+](=O)[O-])c1cccc(Cl)c1 (stereo unspecified)
  -29, 4, 5, 2, 20, -2, -7, -14, -4, 8, 10
- Cc1ccc(-c2nc(C#N)c(NCCCn3ccnc3)o2)cc1
  -23, -53, -27, -38, -18, 8, -2, -21, -10, -33, -11
- COc1ccc(-c2nn(-c3ccccc3)cc2/C=C/C(=O)OCC(=O)Nc2ccccc2C#N)cc1
  51, 3, -5, 15, -43, -70*, 48, -23, 19, 15, 67*
- O=C(CSc1nc2ccccc2s1)N1CCOCC1
  -31, -12, -20, -30, -18, 4, 11, -10, -24, -18, -8
- CCOC(=O)C1CCCN(Cc2cccc(Cl)c2)C1 (stereo unspecified)
  1, 0, -4, -6, -4, -20, -11, -8, -17, -21, 7
- COc1cc(CNc2ccc3[nH]c(=O)[nH]c3c2)ccc1OCc1ccc(F)cc1Cl
  -8, -22, -10, -22, -18, -7, 22, -11, 34, -9, -24
- CCN1CCN(C(=O)c2ccc(C)c(S(=O)(=O)Nc3cccc(C)c3)c2)CC1
  2, -13, -3, -7, 2, 1, 7, 8, 16, 2, -6
- CCOC(=O)COc1ccc(S(=O)(=O)Nc2ccc(C)cc2)cc1
  -4, -6, 11, 9, 5, 11, 6, -3, -10, -5, 3
- CCOc1ccccc1NC(=O)CSc1nnc(-c2cnccn2)n1C
  -7, 2, 9, -17, 3, -3, -6, 1, -4, 6, -1
- Cc1cc(Br)ccc1NC(=O)CN(C)C(=O)CCSc1ccc(F)cc1
  5, -3, 5, -21, -2, -12, 9, 3, 28, 10, 6
- Cc1ccc(S(=O)(=O)NC2c3cccc4cccc(c34)C2Sc2n[nH]c(N)n2)cc1 (stereo unspecified)
  9, -3, 10, 11, -3, 4, 2, 1, 1, 22, -14
- CCOc1ccccc1NC(=O)Cn1cnc2c(cnn2-c2ccc(C)c(C)c2)c1=O
  -13, 0, -7, -4, 2, -4, -5, 7, 4, 4, 7
- CC(=O)N(CCCN(C)C)CCC(C)CCC=C(C)C (stereo unspecified)
  -7, 4, -32, -10, 0, 6, 2, 3, 21, 18, 0
- O=C(C(O)c1ccc(Br)cc1)N1CCC(Nc2ccc3[nH]ncc3c2)CC1 (stereo unspecified)
  9, 6, 8, -6, 1, -39, 23, ., 2, 6, 42
- COc1cccc(=O)c2c(C)n(C)c(C)c12
  18, 6, 27, 5, -9, -18, -9, -15, -25, 18, 6
- Cc1cccc(N2C(=O)N3[C@H](c4ccc(Cl)cc4)[C@@H]4C(=O)N(C5CCCCC5)C(=O)[C@@H]4[C@]3(Cc3ccc(Cl)cc3)C2=O)c1
  8, -12, -18, -2, 14, 7, 13, 12, ., -7, -32
- CC(C)(C)NC(=O)CCn1nc(-c2ccc(Cl)cc2)c2ccccc2c1=O
  23, 8, 5, -8, -4, 9, -3, 7, ., 2, -4
- CCn1c(SCC(=O)Nc2ccc(C(C)=O)cc2)nc2ccccc21
  -15, -42, -30, -4, -33, 3, -2, 3, -33, -51, -6
- COc1ccc(N/C(N)=N/c2nc(CSc3nnc(C)s3)cc(=O)[nH]2)cc1
  -8, -2, 34, -1, 17, -29, 2, -8, 23, -18, 9
- CCCC(=O)Nc1c2c(nn1-c1cccc(Cl)c1)CS(=O)(=O)C2
  -17, 9, -2, -21, 3, -3, -2, 10, 4, -11, 16
- CN1CCN(S(=O)(=O)c2cc([N+](=O)[O-])ccc2N2CCCCCC2)CC1
  11, 4, 8, 12, -14, -10, 0, -3, 2, -6, 3
- CCN(CC)C(=O)CSc1nnc(COc2ccccc2)n1CC
  22, 1, -8, -11, -9, 0, 0, -5, 9, 2, -6
- Cc1ccnc2nc(C(=O)OCC(=O)c3ccccc3)nn12
  -8, -11, -7, -9, 6, 4, -4, -6, -6, 7, -3
- CC1CC(=O)Nc2ccccc2N1C(=O)CN1CCN(c2ccccc2)CC1 (stereo unspecified)
  5, -6, 6, -23, 11, 5, -5, 7, 10, 13, -1
- Cc1cc(=O)oc2cc(OCC(=O)OCC(=O)NC(C)C)ccc12
  15, -19, 4, 2, 20, -2, 12, 5, 10, 5, 3
- COc1cc(SC)ccc1C(=O)OC(C)C(=O)NC1CCCC1 (stereo unspecified)
  -6, -15, -1, -9, -7, -6, -4, 6, 4, 10, -9
- CCOc1cc(Br)c(CN2C(=O)NC3(CCCCCC3)C2=O)cc1OCC
  1, 21, 20, 16, 8, -7, 11, 3, 2, 16, -5
- C=CCNC(=O)C1CC2Cn3c(nc4ccccc43)C2N1C (stereo unspecified)
  -1, -2, -10, -2, 7, 14, -5, -6, -2, -6, -12
- CC(NC(=O)c1ccco1)c1nc(-c2ccc(Cl)cc2)no1 (stereo unspecified)
  12, -22, 5, -8, 13, 0, 8, 4, 9, -5, 10
- CC(=O)N/C(=C\c1ccccc1)C(=O)OC/C=C/c1ccccc1
  12, 10, -5, -6, -2, -26, -7, 11, 0, -5, 40
- C1=C(CCNC2=NCCCCC2)CCCC1
  0, 3, 4, -10, -8, 1, -22, 2, -2, 13, -15

Compound profiles (already shown). Order of values: Shn3 inh set2 | NCOA1 inh | NR5A2 inv ag | TROY signal inh | TWEAK-Fn14 inh | KKLEB cytotox | TRAIL sens C8 | EBV LMP1 NFkB | COUP-TFII inh | SRC3 inh | CF NFkB inh
Results for CCOc1ccccc1NC(=O)CSc1nnc(-c2cnccn2)n1C = -7 | 2 | 9 | -17 | 3 | -3 | -6 | 1 | -4 | 6 | -1
Results for CC(=O)N/C(=C\c1ccccc1)C(=O)OC/C=C/c1ccccc1 = 12 | 10 | -5 | -6 | -2 | -26 | -7 | 11 | 0 | -5 | 40
